KCNK3 block – human KCNK3 channel inhibition, primary screen | O14649 | AID 602410 | B-score at 10 µM | actives 0.84% (n = 340,000) | CHO-KCNK3 thallium flux, FluxOR fluorescence; stronger effect = lower value;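 active = B-score under library mean minus 4 SD, starting fluorescence ratio at most library mean plus 5 SD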;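 note: more negative B-score means stronger inhibition of thallium flux through KCNK3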
KCNQ1 inh – human KCNQ1 channel inhibition; CHO-K1 KCNQ1, FluxOR thallium flux fluorescence; stronger effect = higher value; AID 2642; B-score at 10 µM; actives 1.3% (n = 310,000);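 active = compounds whose thallium flux B-score, printed positive for inhibition, exceeds three library SD while starting fluorescence stays within three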;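 note: channel opened by potassium depolarization with thallium stimulus after 20 min compound exposure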
KCNK9 inh – blocks the human KCNK9 two-pore domain potassium channel; Q9NPC2; HEK293 KCNK9, FluxOR thallium flux fluorescence; stronger effect = lower value; B-score at 10 µM; actives 1.2% (n = 310,000); AID 488922;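 active = ratio B-score over 3 SD below the library mean, with starting fluorescence within 5 SD of its mean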;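 note: negative B-score means less thallium flux so channel inhibition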
HDAC3 inhib – blocks human histone deacetylase 3 | inhibition, % at 8.3 µM | actives 0.15% (n = 320,000) | recombinant HDAC3, fluorogenic peptide/trypsin coupled, fluorescence | O15379; in the data active = inhibition above about 26%, passing the limit was not always enough
RGS4 inh – human RGS4 inhibition | P49798 | HEK293 M3R/RGS4 inducible, Fluo-4 calcium flux; stronger effect = higher value; triggered by carbachol at its EC20 | B-score at 10 µM | actives 0.45% (n = 310,000);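 active = B-score, a plate-corrected calcium signal, over three deviations above library mean, with baseline fluorescence within five deviations of library mean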;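 note: RGS4 expression induced by doxycycline in cells with stable M3 receptor; B-score is computed from the integrated fluorescence ratio over baseline after carbachol; higher B-score means a larger calcium signal and so more RGS4 inhibition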
TMEM16A inh – mouse TMEM16A channel inhibition, primary screen. Q8BHY3. HEK293 TMEM16A/YFP iodide influx fluorescence, ionomycin. normalized B-score (activity score, 25-100; higher = stronger inhibition) at 10 µM. actives 1.2% (n = 310,000). AID 588511;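 active = ratio plate-corrected score three or more library SD toward inhibition, starting fluorescence score within five deviations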;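 note: score derived from kinetic fluorescence span divided by baseline fluorescence per well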
SKKanGAS inh – inhibitors of SKKanGAS S. pyogenes growth in kanamycin (SK-promoter or general growth effect) | BacTiter-Glo, 6 h | inhibition, % at 7.5 µM | actives 1.3% (n = 300,000) | AID 1662;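 active = mean replicate score, as percent of positive control median, at least 50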;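 note: strain carries kanamycin resistance gene driven by streptokinase promoter and grows in 40 µg/ml kanamycin; loss of luminescence reflects streptokinase promoter inhibition or plain growth inhibition; 0% = median of DMSO wells and 100% = positive control at its reference dose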
RGS4 pot – RGS4 potentiation or activation | HEK293 M3R/inducible RGS4, carbachol calcium flux Fluo4; stronger effect = lower value | B-score at 10 µM | actives 0.92% (n = 310,000);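 active = B-score of the integrated calcium signal more than 4 SD below the library mean, with starting fluorescence not abnormally high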;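 note: negative B-score means reduced calcium response which marks RGS4 activation or potentiation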
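test system = M3R-expressing HEK293 line, RGS4 induced by doxycycline | probe or stimulus = carbachol at ECmax as muscarinic agonist stimulus | timing = dye loading 30 min 37 °C, buffer rest 30 min RT | signal = calcium dye Fluo4 fluorescence | evaluation = B score from integrated fluorescence ratio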
hERG protect – shields human hERG channel from block by proarrhythmic agents | CHO-hERG, FluxOR thallium flux, dofetilide IC70 present | activation (rescue from dofetilide block), less the hit threshold, % at 10 µM | actives 0.51% (n = 310,000) | AID 1511;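 active = activation above the mean of controls blocked by dofetilide plus 5 SD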;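 note: thallium influx through hERG after potassium depolarization seen as dye fluorescence rise; in these data hits start at about 4.7%; inactives centre near -7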
Target sequence (Q12809 whole entry, looked up): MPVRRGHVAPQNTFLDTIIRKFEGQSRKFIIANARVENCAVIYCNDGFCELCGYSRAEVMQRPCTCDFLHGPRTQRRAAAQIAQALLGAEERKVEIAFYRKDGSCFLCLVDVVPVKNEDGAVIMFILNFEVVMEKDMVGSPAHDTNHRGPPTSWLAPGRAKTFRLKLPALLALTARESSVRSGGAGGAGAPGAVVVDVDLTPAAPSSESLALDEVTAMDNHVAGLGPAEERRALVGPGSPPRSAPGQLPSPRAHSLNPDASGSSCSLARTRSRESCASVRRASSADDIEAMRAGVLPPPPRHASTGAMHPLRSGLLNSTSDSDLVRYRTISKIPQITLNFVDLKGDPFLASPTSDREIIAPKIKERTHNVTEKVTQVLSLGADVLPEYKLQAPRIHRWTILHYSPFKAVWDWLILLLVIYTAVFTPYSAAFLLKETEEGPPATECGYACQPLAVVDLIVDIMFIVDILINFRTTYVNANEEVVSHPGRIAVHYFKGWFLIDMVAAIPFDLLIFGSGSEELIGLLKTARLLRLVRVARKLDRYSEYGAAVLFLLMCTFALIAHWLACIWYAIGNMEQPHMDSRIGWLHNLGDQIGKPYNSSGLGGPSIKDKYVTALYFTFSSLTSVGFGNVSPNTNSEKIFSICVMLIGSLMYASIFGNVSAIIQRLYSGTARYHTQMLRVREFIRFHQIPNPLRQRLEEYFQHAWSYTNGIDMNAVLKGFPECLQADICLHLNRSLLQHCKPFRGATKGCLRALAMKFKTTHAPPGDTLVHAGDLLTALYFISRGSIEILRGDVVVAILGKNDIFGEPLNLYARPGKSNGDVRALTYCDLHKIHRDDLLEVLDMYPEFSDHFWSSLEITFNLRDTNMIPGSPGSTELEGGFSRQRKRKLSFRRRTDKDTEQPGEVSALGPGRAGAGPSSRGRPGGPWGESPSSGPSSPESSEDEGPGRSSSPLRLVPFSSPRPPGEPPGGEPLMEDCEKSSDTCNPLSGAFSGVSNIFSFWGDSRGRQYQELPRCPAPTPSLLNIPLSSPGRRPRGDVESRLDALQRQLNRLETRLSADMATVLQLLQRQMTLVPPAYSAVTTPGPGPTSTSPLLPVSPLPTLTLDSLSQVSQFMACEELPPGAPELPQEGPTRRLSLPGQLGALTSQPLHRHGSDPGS
ANO1 activ – mouse TMEM16A channel activation, primary screen | Q8BHY3 | HEK293 TMEM16A/YFP-H148Q/I152L, iodide quench fluorescence; stronger effect = lower value | B-score at 10 µM | actives 0.3% (n = 340,000);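 active = fluorescence-ratio B-score plate-corrected deviation score at least 3 library SD below zero, with starting fluorescence score within 5 deviations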;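 note: channel opened by trigger with iodide after compound preincubation; score built on the fluorescence ratio of max minus min over baseline; more negative score means more quench and so TMEM16A activation or potentiation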
KCNQ1 pot – potentiates or activates the human KCNQ1 potassium channel; P51787; CHO-K1 KCNQ1, thallium flux FluxOR fluorescence; stronger effect = higher value; B-score at 10 µM; actives 0.35% (n = 310,000);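 active = fluorescence ratio B-score, a plate-corrected score, at least three library SD, with initial intensity B-score within 5 SD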
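Test system: CHO-K1 cells stably expressing KCNQ1 / Medium: assay buffer / Also added: depolarizing K+/Tl+ stimulus, K2SO4 and Tl2SO4 each 12.5 mM in 5x stock / Incubation: 90 min dye loading and 20 min compound exposure, both at room temperature / Signal: thallium influx via FluxOR fluorescence, kinetic imaging / Evaluation: B score of baseline-normalized fluorescence ratio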
Active calls of the source: *; i = inactive; · = not tested or not shown. Rows are unselected; about 6.3% have a hit in one of these screens.

No.	Structure	KCNK3 block	KCNQ1 inh	KCNK9 inh	HDAC3 inhib	RGS4 inh	TMEM16A inh
1	Cc1cccc2cc(C#N)c(SCC#N)nc12	i	i	i	-5.3	i	i
2	COc1ccc(OC)c(S(=O)(=O)N2CCCC(C(=O)NCCN3CCOCC3)C2)c1 (configuration not stated)	i	i	i	-8.0	i	i
3	Cc1ccc(OCC(=O)Nc2ccc(N3CCN(C(=O)c4ccc(C)cc4)CC3)cc2)cc1	i	i	i	-2.2	i	i
4	CCn1nc(C)c(C2C(C#N)=C(N)OC3=C2C(=O)CC(C)(C)C3)c1C (configuration not stated)	i	i	i	4.6	i	i
5	CCNS(=O)(=O)c1ccc2c(c1)n(C)c(=O)n2C	i	i	i	0.7	i	i
6	O=C(c1ccc(Cl)cc1)N(Cc1ccccc1F)N1C(=O)CCCC1=O	i	i	i	-3.7	i	i
7	C=CCNC(=O)/C(=C\c1ccco1)NC(=O)c1ccco1	i	i	i	-3.2	i	i
8	CCOc1ccc(CN(CCC#N)C(=S)NC(=O)c2ccccc2)cc1	i	i	i	-0.5	i	i
9	CCC(C)[C@H](NC(=O)[C@H](Cc1ccccc1)n1c(=O)[nH]c2ccccc2c1=O)C(=O)N1CCC[C@@H]1C(=O)O (some centres not stated)	i	i	i	1.2	i	i
10	Cc1ccc(Nc2cc(C)nc3nnnn23)cc1	i	i	i	0.6	i	i
11	Cc1ccc(O)c(C(=O)c2cc(C(=O)NCCc3ccccc3)c(=O)n(CCc3ccccc3)c2)c1	i	6*	i	1.8	i	i
12	Cc1ccc(C(=O)Nc2ccc3c(c2)OCCO3)c(C)c1	i	i	i	-6.1	i	i

No.	SKKanGAS inh	RGS4 pot	hERG protect	ANO1 activ	KCNQ1 pot
1	5.0	i	0.1	i	i
2	-0.7	i	-1.5	i	i
3	6.9	i	-6.1	i	i
4	-9.1	i	-2.6	i	i
5	-9.3	i	-7.7	i	i
6	-3.9	i	-4.8	i	i
7	-5.1	i	-11.0	i	i
8	-0.1	i	-2.4	i	11*
9	2.8	i	-4.4	i	i
10	7.5	i	-0.4	i	i
11	11.5	i	-22.7	i	i
12	5.0	i	-7.7	i	i

(listing goes on)
No.	Structure	KCNK3 block	KCNQ1 inh	KCNK9 inh	HDAC3 inhib	RGS4 inh	TMEM16A inh
13	Cc1ncc(CO)c(/C=N/NC(=O)c2ccccc2Br)c1O	i	i	i	-24.1	i	i
14	OC[C@H](O)[C@H](O)[C@@H](O)[C@@H](O)[C@@H]1SC(c2ccccc2)=NN1c1ccccc1	i	i	i	2.4	i	i
15	CCCC(=O)Nc1ccc(Cl)c(NC(=O)CC)c1	i	i	i	1.7	i	i
16	O=C(CSc1nccn(-c2ccc(Br)cc2)c1=O)NCc1ccccc1	i	i	i	·	i	i
17	Cc1cc(C(=O)Nc2ccc(Br)cc2)c2ccccc2n1	i	i	i	-0.8	i	i
18	Cc1nn(CC(=O)O)c(C)c1NC(=O)c1cccs1	i	i	i	·	i	i
19	CC1CCN(CC(O)COc2ccc(OCC(O)CN3CCC(C)CC3)cc2)CC1 (configuration not stated)	i	i	i	-7.2	i	i
20	COc1ccc(-n2nc3c(c2NC(=O)COc2ccccc2)CS(=O)C3)cc1 (configuration not stated)	i	i	i	-4.3	i	i
21	CCOC(=O)C1CCN(C(=O)Cn2nc(C)n3c(cc4cc(F)ccc43)c2=O)CC1	i	i	i	2.2	i	i
22	COc1ccc(-n2c(SCC(=O)O)nc3sc4c(c3c2=O)CCC4)cc1	i	i	i	-1.0	i	i
23	NNC(=O)Cn1nc2n(c1=O)-c1ccccc1SC2	i	i	i	-1.2	i	i
24	Cc1nn(Cc2cccc(F)c2)c(C)c1NC(=O)c1ccc(COc2ccccc2Cl)cc1	i	i	i	2.7	i	i

No.	SKKanGAS inh	RGS4 pot	hERG protect	ANO1 activ	KCNQ1 pot
13	8.1	i	-6.6	i	i
14	4.6	i	-9.1	i	i
15	0.6	i	-5.1	i	i
16	-4.2	i	0.4	i	i
17	-2.2	i	0.1	i	i
18	1.3	i	-5.2	i	i
19	2.6	i	-6.7	i	i
20	-2.0	i	-10.0	i	i
21	-2.1	i	-8.9	i	i
22	8.2	i	-9.3	i	i
23	3.0	i	-5.3	i	i
24	33.2	i	-9.9	i	i

The list continues:
No.	Structure	KCNK3 block	KCNQ1 inh	KCNK9 inh	HDAC3 inhib	RGS4 inh	TMEM16A inh
25	CCC(=O)c1cn(CC(=O)Nc2cc(C)ccc2C)c2ccccc12	i	i	i	0.8	i	i
26	CN(Cc1ccccc1)C(=O)c1nc2ccccn2c1CNCCCOc1cccnc1	i	i	i	10.0	i	i
27	O=C(CSC(=S)N1CCCC1)NCC(=O)Nc1ccc(F)c(F)c1	i	i	i	0.2	i	i
28	Cc1oc(-c2cccc(Cl)c2)nc1CS(=O)(=O)CC(=O)NCCCN1CCOCC1	i	i	i	-10.1	i	i
29	O=C(NNc1c(F)c(F)cc(F)c1F)c1cc2ccccc2oc1=O	i	i	i	1.4	i	i
30	O=C(Nc1ccccc1)Nc1ccc(Br)c(Cl)c1	i	i	i	2.9	i	i
31	CNC(=S)N1N=C(c2ccccc2)CC1c1ccc(Br)cc1 (configuration not stated)	i	i	i	6.3	i	i
32	Cc1cc(C)c2ccc(C(=O)O)nc2c1O	i	i	i	3.9	i	i
33	CSc1ccc(Cl)c(C(=O)N(C)CC(=O)Nc2ccc(N3CCOCC3)cc2)c1	i	i	i	0.3	i	i
34	CC(=O)NC1CC2CCCC(C1)N2S(=O)(=O)c1cccc(F)c1 (configuration not stated)	i	i	i	-1.8	i	i
35	CCN(CC)C(C)C(=O)NCC1(c2ccccc2)CCOCC1 (configuration not stated)	i	i	i	1.9	i	i
36	CC(=O)NC1C(O)OC(CO)C(O)C1O (configuration not stated)	i	i	i	3.7	i	i

No.	SKKanGAS inh	RGS4 pot	hERG protect	ANO1 activ	KCNQ1 pot
25	2.4	i	-1.9	i	i
26	-11.5	i	-18.3	i	i
27	-6.3	i	-10.2	i	i
28	-4.0	i	-11.2	i	i
29	3.6	i	9.9*	i	i
30	3.7	i	-9.9	i	i
31	-1.1	i	-4.6	i	i
32	-1.0	i	-10.4	i	i
33	-2.5	i	-8.9	i	i
34	-9.8	i	-8.4	i	i
35	-3.3	i	-12.7	i	i
36	1.1	i	-2.2	i	i

By substructure, the entries above containing a thiophene ring, fused or not
No.	Structure	KCNK3 block	KCNQ1 inh	KCNK9 inh	HDAC3 inhib	RGS4 inh	TMEM16A inh
18	Cc1nn(CC(=O)O)c(C)c1NC(=O)c1cccs1	i	i	i	·	i	i
22	COc1ccc(-n2c(SCC(=O)O)nc3sc4c(c3c2=O)CCC4)cc1	i	i	i	-1.0	i	i

No.	SKKanGAS inh	RGS4 pot	hERG protect	ANO1 activ	KCNQ1 pot
18	1.3	i	-5.2	i	i
22	8.2	i	-9.3	i	i

The main list resumes with the 5 entries that preceded the break.
No.	Structure	KCNK3 block	KCNQ1 inh	KCNK9 inh	HDAC3 inhib	RGS4 inh	TMEM16A inh
32	Cc1cc(C)c2ccc(C(=O)O)nc2c1O	i	i	i	3.9	i	i
33	CSc1ccc(Cl)c(C(=O)N(C)CC(=O)Nc2ccc(N3CCOCC3)cc2)c1	i	i	i	0.3	i	i
34	CC(=O)NC1CC2CCCC(C1)N2S(=O)(=O)c1cccc(F)c1 (configuration not stated)	i	i	i	-1.8	i	i
35	CCN(CC)C(C)C(=O)NCC1(c2ccccc2)CCOCC1 (configuration not stated)	i	i	i	1.9	i	i
36	CC(=O)NC1C(O)OC(CO)C(O)C1O (configuration not stated)	i	i	i	3.7	i	i
37	O=C(Nc1ccc(-c2cn3ccccc3n2)cc1)c1ccc(Cl)cc1	i	i	i	-4.9	i	i
38	COc1ccc(NC(=O)CCCSc2ccccc2)cc1S(N)(=O)=O	i	i	i	-9.4	i	i
39	COCCNC(=O)CN1C(=O)CSc2ncccc21	i	i	i	7.5	i	i
40	CC(=O)c1cnc2nc(C(F)(F)F)nn2c1C	i	i	i	-1.1	i	i
41	Nn1c(SCc2cn3ccccc3n2)nnc1-c1ccncc1	i	i	i	-8.9	i	i
42	COC(=O)C(CCSC)NC(=O)CNS(=O)(=O)c1ccc(Cl)cc1 (configuration not stated)	i	i	i	3.8	i	i
43	CC(C)Oc1ccc(C(=O)O)cc1	i	i	i	-2.1	i	i
44	O=C(CCCCCNC(=O)c1ccccc1Br)N=Nc1c(O)[nH]c2ccccc12	i	i	i	-1.5	i	i
45	CN1CCN(c2ccc(NC(=S)NC(=O)c3cccc4c(Cl)cccc34)cc2)CC1	i	i	i	-6.0	i	i
46	O=C(NCc1ccco1)c1cc2ccccc2o1	i	i	i	0.7	i	i
47	O=S(=O)(N/N=C/c1ccc(N2CCOCC2)cc1)c1ccc(Br)cc1	i	i	i	3.8	i	i
48	CCOc1ccc(NC(=S)NCc2ccco2)cc1	i	i	i	-14.3	i	i

No.	SKKanGAS inh	RGS4 pot	hERG protect	ANO1 activ	KCNQ1 pot
32	-1.0	i	-10.4	i	i
33	-2.5	i	-8.9	i	i
34	-9.8	i	-8.4	i	i
35	-3.3	i	-12.7	i	i
36	1.1	i	-2.2	i	i
37	-0.5	i	-7.1	i	i
38	4.3	i	-6.6	i	i
39	-1.2	i	-0.2	i	i
40	0.1	i	-2.8	i	i
41	-3.7	i	-13.0	i	i
42	-1.6	i	-11.8	i	i
43	-2.6	i	-3.8	i	i
44	0.0	i	-11.9	i	i
45	10.8	i	-13.0	i	i
46	0.7	i	-6.8	i	i
47	-4.4	i	-11.8	i	i
48	1.7	i	-6.4	i	i

The list goes on.
No.	Structure	KCNK3 block	KCNQ1 inh	KCNK9 inh	HDAC3 inhib	RGS4 inh	TMEM16A inh
49	CCc1nc2sccc2c(=O)[nH]1	i	i	i	0.7	i	i
50	CCOC(=O)N1CCN(S(=O)(=O)c2ccc(C(=O)Nc3nnc(C)o3)cc2)CC1	i	i	i	5.1	i	i
51	CS(=O)(=O)N1CCSC1c1ccc(Br)cc1 (configuration not stated)	i	i	i	8.7	i	i
52	Cc1ccc(C)c(N=C2NC(=O)CS2)c1	i	i	i	4.4	i	i

No.	SKKanGAS inh	RGS4 pot	hERG protect	ANO1 activ	KCNQ1 pot
49	6.2	i	-9.5	i	i
50	-4.3	i	-11.3	i	i
51	0.8	i	-8.0	i	i
52	1.0	i	-2.7	i	i

Screening data as filed in PubChem.
